Rin1 Abl inh = inhibitors of Rin1-Abl protein binding, primary screen, biochemical, TR-FRET. Tyrosine-protein kinase ABL1 (Homo sapiens) + Ras and Rab interactor 1 (Homo sapiens), …. inhibition, % at 7.35 µM. actives 0.4% (n = 360,000); in the data active means inhibition above about 5%, passing the limit was not always enough
eLon inh = inhibitors of E. coli Lon protease, primary screen, biochemical, fluorescence polarization. inhibition, % at 7.94 µM. actives 0.42% (n = 360,000). purified E. coli Lon protease. AID 602123, 2011; in the data active means inhibition above about 13%, passing the limit was not always enough;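 further: 0% = enzyme with probe and DMSO and 100% = no enzyme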
Target sequence (P0A9M0 whole entry, looked up): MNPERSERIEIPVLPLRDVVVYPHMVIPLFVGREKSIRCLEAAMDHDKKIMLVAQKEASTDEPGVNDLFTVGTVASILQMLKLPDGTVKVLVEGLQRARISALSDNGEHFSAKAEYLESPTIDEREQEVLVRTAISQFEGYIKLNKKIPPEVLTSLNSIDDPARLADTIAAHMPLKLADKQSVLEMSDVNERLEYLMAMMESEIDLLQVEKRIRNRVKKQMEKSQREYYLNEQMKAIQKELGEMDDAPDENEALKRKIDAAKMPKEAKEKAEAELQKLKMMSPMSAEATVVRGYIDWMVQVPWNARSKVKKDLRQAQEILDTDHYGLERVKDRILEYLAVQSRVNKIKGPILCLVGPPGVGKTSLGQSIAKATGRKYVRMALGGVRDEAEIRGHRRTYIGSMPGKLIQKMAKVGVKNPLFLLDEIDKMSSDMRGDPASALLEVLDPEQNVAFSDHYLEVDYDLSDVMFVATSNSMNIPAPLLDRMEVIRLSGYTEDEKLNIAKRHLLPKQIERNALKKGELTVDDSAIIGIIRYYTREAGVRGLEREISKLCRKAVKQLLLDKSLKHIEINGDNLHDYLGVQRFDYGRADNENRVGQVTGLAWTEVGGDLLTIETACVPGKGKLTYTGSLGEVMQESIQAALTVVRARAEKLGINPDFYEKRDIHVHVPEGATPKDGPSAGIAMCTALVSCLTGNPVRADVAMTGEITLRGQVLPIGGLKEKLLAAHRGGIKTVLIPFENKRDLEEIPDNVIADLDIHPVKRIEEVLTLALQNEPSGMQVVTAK
Rpn11 block = Rpn11 (PSMD14) deubiquitinase inhibitors, primary screen, biochemical, fluorescence polarization, uHTS; human 26S proteasome, Ub4-pepOG fluorescence polarization; 20S core pre-blocked with epoxomicin; calls only at 20 µM; actives 0.59% (n = 360,000);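 active means inhibition at 20 µM, scaled to each plate's controls, above about 33%, limit read from the data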
Target sequence (O00487 whole entry, looked up): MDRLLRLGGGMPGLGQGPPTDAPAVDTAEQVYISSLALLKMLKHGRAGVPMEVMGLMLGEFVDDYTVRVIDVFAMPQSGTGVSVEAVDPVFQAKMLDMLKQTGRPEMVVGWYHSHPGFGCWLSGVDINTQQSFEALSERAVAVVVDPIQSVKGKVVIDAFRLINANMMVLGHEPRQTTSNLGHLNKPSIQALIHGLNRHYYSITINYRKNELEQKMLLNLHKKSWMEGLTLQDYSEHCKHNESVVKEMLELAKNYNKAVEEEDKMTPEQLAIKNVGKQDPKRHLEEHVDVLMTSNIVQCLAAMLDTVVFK
MsrA inhibitor = bovine MsrA enzyme inhibitors, primary screen, biochemical, absorbance, HTS; actives 0.75% (n = 360,000); purified bovine MsrA, absorbance read-out; inhibition, % at 15.5 µM; Methionine sulfoxide reductase A (Bos taurus); in the data active means inhibition above about 4.5%;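 further: 0% = vehicle wells with enzyme and 100% = reference inhibitor wells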
MT1-MMP act inh = blockers of MT1-MMP proenzyme processing, primary screen, HT1080 RFP-PRO-GFP cells, GFP/RFP fluorescence; actives 0.061% (n = 360,000); GFP/RFP ratio fluorescence, overnight; percent of plate control window, DMSO zero; GFP/RFP ratio change, % at 20 µM; Matrix metalloproteinase-14 (Homo sapiens), P50281; AID 651647, 2012;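 active means GFP/RFP ratio change of at least 30% with cell ATP level not reduced by more than half and red fluorescence within 50% of control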; further: strong numbers were not always called active
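Assay system: HT1080 RFP-PRO-GFP cells | Dosing: 20 µM single dose, 1% DMSO | Incubation: Cells overnight before dosing, compound overnight, 37 °C, 5% CO2 | Evaluation: GFP/RFP fluorescence ratio | Control set: DMSO-only wells and HT1080 RFP-L50D-GFP cell wells as references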
CSN deneddyl inh = inhibitors of CSN-mediated cullin deneddylation, primary screen, biochemical, fluorescence polarization, uHTS; COP9 signalosome complex subunit 5 (Homo sapiens), Q92905; actives 0.38% (n = 360,000); inhibition, % at 12.5 µM; AID 651999, 2013; Purified CSN, SCF-Nedd8-OG deneddylation;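 active means pattern-corrected inhibition above about 35%, with an unprinted fluorescence ratio check between 0.5 and 1.5, limit read from the data, passing the limit was not always enough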;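 further: 0% = enzyme with substrate and 100% = substrate without enzyme; some results filed as inactive read as strong as hits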
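Detection – fluorescence polarization · System – HEK293T-derived human Csn5 enzyme · Controls – substrate-only high control, full reaction low control · Timing – 90 min, room temperature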
MLLE-PAM2 inh = inhibitors of PABP1 MLLE–PAM2 peptide binding, primary screen, biochemical, fluorescence polarization, FITC-PAM2, GST-MLLE; Polyadenylate-binding protein 1 (Homo sapiens), P11940; inhibition, % at 20 µM; actives 0.36% (n = 360,000); in the data active means inhibition above about 35%, passing the limit was not always enough;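 further: plate controls were DMSO wells with GST-MLLE for no effect and wells lacking GST-MLLE protein for full effect; some results filed as inactive read as strong as hits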
bovine MsrA act = bovine MsrA enzyme activators, primary screen, biochemical, absorbance, HTS. Methionine sulfoxide reductase A (Bos taurus). purified bovine MsrA, absorbance read-out. activation, % at 10.6 µM. actives 0.3% (n = 360,000). AID 602163, 2012; in the data active means activation above about 7.5%;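 further: 0% = vehicle and 100% = reference activator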
FAS-TE inh = FAS thioesterase domain inhibitors, primary screen, biochemical, fluorescence intensity, uHTS | Fatty acid synthase (Homo sapiens), P49327 | recombinant FAS-TE, OMFH fluorogenic substrate, fluorescence endpoint | inhibition, % at 15 µM | actives 0.67% (n = 360,000) | AID 602261, 2012;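 active means compounds whose normalised, plate-corrected inhibition of enzyme fluorescence in the single-dose primary screen is 50% or more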;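 further: 0% = DMSO with enzyme and 100% = substrate without enzyme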
* marks the source's active call; other numbers are inactive results; i = inactive; x = not tested or not shown; + = active, no number.

SMILES	Rin1 Abl inh	eLon inh	Rpn11 block	MsrA inhibitor	MT1-MMP act inh	CSN deneddyl inh	MLLE-PAM2 inh	bovine MsrA act	FAS-TE inh
CC1(C)CC(NC(=O)c2cccc(S(=O)(=O)Nc3cccc(Cl)c3)c2)CC(C)(C)N1	5	-4	i	0.0	0	-1	-4	-4	-7
CC(=O)c1ccc(OCCCC(=O)NCCc2ccc(C(F)(F)F)cc2)cc1	3	-2	i	0.3	0	2	8	-1	7
COc1cc(CNc2ncnc3c2ncn3[C@H]2CN(Cc3ccc(C(=O)O)cc3)C[C@@H](CO)O2)cc(OC)c1OC	-1	0	i	-0.2	-5	2	-7	-5	-7
COC(=O)CCC(=O)N(CCN(Cc1ccccc1)C(=O)CCC(=O)OC)Cc1ccccc1	2	11	i	1.4	3	5	-5	-1	0
Cc1ccc(Cn2c(C)c(C(=O)NCc3cccc(C(F)(F)F)c3)sc2=O)cc1	1	-2	i	0.7	10	-8	-7	-9	23
COC(=O)c1ccc(OC(=O)C2CC(=O)N(c3cccc(C)c3)C2)cc1 (centres undefined)	2	-7	i	-0.1	2	0	-2	-9	39
CCOC(=O)CC1c2nc3ccccc3cc2CN1C(=O)OCC (centres undefined)	2	-10	i	-0.3	3	0	5	0	0
CO/N=C/C(=N\Nc1ccc(OC)cc1)C(=O)c1ccc(F)cc1	1	6	i	0.0	-2	1	-1	-3	22
Cc1nc2ccc(NC(=O)c3ccc(S(=O)(=O)N(C)C)cc3)cc2s1	-3	5	i	-0.1	4	-6	-12	-10	-1
CCN(C(=O)c1nn(-c2ccc(OC)cc2)c(=O)c2c1c1ccccc1n2C)c1ccc(OC)cc1	-3	-9	i	-0.7	-4	1	4	-3	6
Cc1nc2c(OCc3ccc(C#N)cc3)cccn2c1N(C)Cc1cccs1	0	-13	i	1.8	-3	1	4	-2	17
CCOc1ccccc1NC(=O)C(NCC1CCCCC1)c1ccccc1 (centres undefined)	0	-6	i	-1.1	-9	-2	1	-1	29
O=C(/C=C/c1ccccc1)Nc1nnc(-c2ccco2)o1	-4	3	i	1.9	6	1	7	-4	-2
COC(=O)c1ccccc1SC(CC(=O)c1ccccc1)c1ccc(F)cc1 (centres undefined)	0	-5	i	-0.2	-2	1	22	-3	39
CC1C(=O)N(Cc2cn(Cc3ccco3)nn2)CCS(=O)(=O)N1Cc1ccc(-c2ccc(F)nc2)cc1 (centres undefined)	-3	1	i	-0.1	-1	2	-25	-2	-2
COc1ccc(N2CCN(C(=O)c3cn(C)c(=O)c4c3c3ccccc3n4C)CC2)cc1	-1	-2	i	x	7	0	-3	-4	-1
COc1ccc(CN(C)CC(=O)NC(=O)Nc2ccccc2F)cc1	1	0	i	-0.6	-1	-3	1	-2	26
Cc1cccc(C)c1NC(=O)C(c1ccccc1)N1CCN(c2ccc(C(F)(F)F)cn2)CC1 (centres undefined)	2	1	i	-0.1	-6	3	1	-1	31
Cn1c(-c2sc3cc(C(F)(F)F)cnc3c2-c2ccccn2)n[nH]c1=S	0	0	i	2.3	5	-3	-45	-5	-3
COc1ccc(Cl)cc1NC(=O)C1CSC(c2ccncc2)=N1 (centres undefined)	1	4	i	-1.1	-3	19	1	-6	6
CC1=NN(Cc2ccccc2)C(=O)C1	-3	0	i	0.0	-5	-3	21	-2	-14
O=Cc1ccc(C(=O)O)cc1	-1	1	i	-0.1	1	3	2	-4	-5
Cc1ccc(CNC(=O)C2CCC(=O)N2CCc2ccccc2)cc1 (centres undefined)	2	-10	i	0.3	-7	0	3	1	-4
Cc1c(Cl)cccc1NC(=S)N1CCN(C(=O)c2ccco2)CC1	-1	8	i	-0.4	4	1	-29	1	0
CSc1ncccc1C(=O)OCC(=O)NC1CC1	2	-7	i	1.3	1	-2	-2	-2	-6
SMILES	Rin1 Abl inh	eLon inh	Rpn11 block	MsrA inhibitor	MT1-MMP act inh	CSN deneddyl inh	MLLE-PAM2 inh	bovine MsrA act	FAS-TE inh
CC(=O)Oc1ccc(C#C/C=C2\c3ccccc3C(=O)N2c2ccccc2)cc1	2	-9	+	x	-20	6	-56	-1	34
Cn1c(OCC2CCCO2)nc2cc(-c3ccccc3)sc2c1=O (centres undefined)	-19	1	i	0.2	-4	5	1	-1	0
COc1ccccc1NC(=O)N1c2ccccc2NC(=O)CC1C (centres undefined)	-3	11	i	-0.5	-1	-7	-20	-3	-4
Cc1cc(C)c2nc(N3CCCC(C(=O)N4CCC(C(N)=O)CC4)C3)sc2c1 (centres undefined)	1	-1	i	-0.4	1	0	15	0	-8
CCOc1cc2[nH]c(=S)n(CCCN(CC)CC)c(=O)c2cc1OCC	5	-1	i	0.8	-15	2	-94	-5	-8
COc1ccc(/C(N)=N/OC(=O)CCc2ccccc2)cc1	-1	2	i	0.3	2	7	-3	-3	-6
CSCCC(NS(=O)(=O)c1cccs1)C(=O)NCc1cccs1 (centres undefined)	1	-5	i	-0.1	4	4	12	-3	-6
Cn1c(NC(=O)c2ccccc2)c(-c2cccs2)c(=O)c2ccccc21	-1	-12	i	3.8	-5	3	-2	-5	-8
O=C(Nc1nc(-c2ccc(Cl)cc2Cl)cs1)C1CCCO1 (centres undefined)	1	1	i	0.1	-3	-2	-4	-5	35
Cc1ccccc1CN1CCN(Cc2ccccc2C(F)(F)F)CC1	6	-5	i	-1.4	-6	-4	-6	-4	13
O=C(c1ccc2c3c(cccc13)C(=O)N(O)C2=O)N1CCCCC1	-6	-8	i	1.5	5	3	-5	-1	-1
COc1ccccc1CN(C)C(=O)COC(=O)c1ccc(Cl)nc1	6	-5	i	0.3	3	-3	-12	-1	-8
CCCC1CCC(C2=N/C(=C\c3ccc(OC)c(OC)c3)C(=O)O2)CC1 (centres undefined)	-1	4	i	1.1	7	3	2	-4	45
COC(=O)c1ccc2[nH]c([C@H](C)O)c([C@H](C)O)c2c1	0	-17	i	1.3	-9	4	-9	-4	-4
Cc1nnc(C)n1/N=C/c1cc2ccccc2nc1Cl	-6	9	i	-0.2	4	6	-1	-2	-2
COc1ccc(NS(=O)(=O)c2ccc(-c3coc(C)n3)cc2)cc1	0	-2	i	-0.3	6	0	-3	-9	1
O=C(CC(O)(c1ccccc1)c1ccccc1)Nc1ccccn1	2	-8	i	-0.1	2	-4	8	-2	1
Cc1ccc(C(=O)Nc2cccc(-c3nc4ncccc4o3)c2)cc1	1	6	i	0.2	3	7	-7	-3	6
CCC/C(=C1/C(=O)CC(C)(C)C(C(=O)OC)C1=O)N1CCCC1 (centres undefined)	-2	8	i	0.1	2	-3	12	-1	-1
O=C(N1CCOCC1)N1CCN(c2ccccn2)CC1	-2	5	i	0.2	-3	-1	-7	-4	-6
Fc1ccc(CNCC2CCCO2)cc1 (centres undefined)	-2	-6	i	-0.7	0	-2	-7	-3	-7
CSc1ncc(Sc2ccccc2)c(C(=O)O)n1	-1	8	i	0.5	1	-3	9	-6	-4
COc1ccc(OC)c(NC(=O)c2[nH]c(C)c(C(C)=O)c2C)c1	-5	-6	i	0.9	5	-1	4	0	-1
CC(=O)Nc1ccc(S(=O)(=O)Nc2cccc(C(=O)NC(C)(C)C)c2)cc1	4	-4	i	0.7	7	-1	-2	-2	3
CCNC(=O)Cn1cnc2c1c(=O)n(C)c(=O)n2C	0	0	i	1.3	3	3	-3	-1	-7
SMILES	Rin1 Abl inh	eLon inh	Rpn11 block	MsrA inhibitor	MT1-MMP act inh	CSN deneddyl inh	MLLE-PAM2 inh	bovine MsrA act	FAS-TE inh
COc1ccc(S(=O)Cc2ccc(C(=O)N3CCN(C(=O)c4ccco4)CC3)o2)cc1 (centres undefined)	-2	-6	i	-0.3	-4	4	-5	-2	-7
CCc1[nH]nc2c1C1(CCN(C(=O)c3ccccc3)CC1)C(C#N)=C(N)O2	2	-1	i	-0.5	0	0	18	-1	-7
COC(=O)C1=NN(N=O)C2(CC(=O)N(c3cc(C)cc(C)c3)C2=O)C1 (centres undefined)	-7	-1	i	-0.1	-9	-1	-10	-2	-9
Cc1ccc(CN(Cc2ccco2)C(=S)NCC(=O)O)cc1	-4	-12	i	-0.1	2	3	-33	-5	-14
CN=C(C)C1=C(O)C(C(=O)OC)C(C)(C)CC1=O (centres undefined)	-5	-6	i	0.3	3	0	-10	-2	-4
O=C(NCCCN1CCOCC1)c1ccc(CNS(=O)(=O)c2ccc(F)cc2)cc1	1	-4	i	-0.3	2	-8	4	-11	-5
Cc1ccccc1N1CCN(S(=O)(=O)c2ccccc2)CC1	0	5	i	0.5	0	-2	-15	-4	20
CCCCNC(=S)Nc1ccc2[nH]c(=O)[nH]c2c1	-1	-1	i	0.2	5	8	2	-1	3
COc1ccc(NC(=O)CCNS(=O)(=O)c2cccc3nsnc23)cc1	-2	1	i	0.6	-1	1	-3	-4	-2
COc1ccc(C2C(C(=O)c3ccccc3)=C(C)Nc3nc4ccccc4n32)cc1OC (centres undefined)	-1	-13	i	0.7	0	5	1	-2	-6
CC(=O)N(C)c1ccc(N=Nc2c(C)[nH]n(C(N)=S)c2=O)cc1	-5	-3	i	4.1	8	-4	21	-5	-7
CN(Cc1nc2c(s1)CCCC2)C(=O)CCc1nnc(-c2ccc3c(c2)OCO3)o1	-1	1	i	-1.7	-2	-1	4	-3	-4
O=S(=O)(NC1CCCCC1)c1ccc(F)c2ccccc12	0	-1	i	-0.1	-3	-2	-3	-9	11
CN(CC(=O)Nc1cccc(F)c1)CC(=O)Nc1cccc(S(=O)(=O)N(C)c2ccccc2)c1	-1	-2	i	0.2	5	-1	12	-1	28
O=[N+]([O-])c1ccc(CNCc2cc(Cl)ccc2O)cc1	2	-2	i	-0.1	2	0	-4	-5	12
CC1CC(C)CN(C(=O)c2cccc(S(=O)(=O)N(C)c3ccccc3)c2)C1 (centres undefined)	3	-7	i	0.1	-1	2	-1	-4	6
Cc1nn(-c2ccccc2)c(C)c1NC(=O)COC(=O)c1ccc(Cl)c(S(N)(=O)=O)c1	0	-15	i	-1.3	5	-6	10	3	-6
Cc1cc(NC(=O)Cn2ccsc2=N)c([N+](=O)[O-])cc1C	1	3	i	0.3	2	-4	-104	-15	-18
c1nc(N2CCC3(CC2)OCCO3)c2c3c(sc2n1)CCCC3	-1	2	i	-0.8	-3	3	-8	1	-2

5 entries from above, with values under each structure.
Fields: Rin1 Abl inh, eLon inh, Rpn11 block, MsrA inhibitor, MT1-MMP act inh, CSN deneddyl inh, MLLE-PAM2 inh, bovine MsrA act, FAS-TE inh
CN(CC(=O)Nc1cccc(F)c1)CC(=O)Nc1cccc(S(=O)(=O)N(C)c2ccccc2)c1
→ -1, -2, i, 0.2, 5, -1, 12, -1, 28
O=[N+]([O-])c1ccc(CNCc2cc(Cl)ccc2O)cc1
→ 2, -2, i, -0.1, 2, 0, -4, -5, 12
CC1CC(C)CN(C(=O)c2cccc(S(=O)(=O)N(C)c3ccccc3)c2)C1 (centres undefined)
→ 3, -7, i, 0.1, -1, 2, -1, -4, 6
Cc1nn(-c2ccccc2)c(C)c1NC(=O)COC(=O)c1ccc(Cl)c(S(N)(=O)=O)c1
→ 0, -15, i, -1.3, 5, -6, 10, 3, -6
Cc1cc(NC(=O)Cn2ccsc2=N)c([N+](=O)[O-])cc1C
→ 1, 3, i, 0.3, 2, -4, -104, -15, -18
